Screening results (PubChem)
PI5P4K alpha inh: qHTS for Inhibitors of phosphatidylinositol 5-phosphate 4-kinase (PI5P4K); max response, %; PI5P4Kalpha enzyme, ADP-Glo luminescence, 60 min; hits give low values; AID 652105, 2013; Phosphatidylinositol 5-phosphate 4-kinase type-2 alpha (Homo sapiens), P48426; actives 1.2% (n = 330,000); active = max response of -50% or lower; inconclusive = between -30% and -50%; inactive = -30% or higher; note: value at the top dose of about 77 µM; % is set by controls: 0 for no effect and ±100 for the full control effect
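Compounds were pin-transferred onto PI5P4Kalpha and substrate in HEPES pH 7.4 buffer with EGTA, CHAPS and 5% DMSO. ATP (5 microM final) started the reaction, which ran 60 minutes at room temperature before ADP-Glo detection.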
IL-2 act: qHTS of IL-2 Activators; actives 0.065% (n = 360,000); IL-2 activation reporter assay, cell-based qHTS; stimulated with anti-CD3/CD4/CD28 beads; in transgenic mouse T cells; activation, % (series mostly up to about 46 µM); in the data active = activation above about 50%; inconclusive = mostly about 30% to 49%; note: 0% is about no effect
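Using fluorescent plate cytometry, EGFP and DsRed are detected in transgenic mouse T cells stimulated 18 h at 37 degrees C with antibody-coated beads after 60 min compound pretreatment.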
WRN inhibitor: qHTS for Inhibitors of WRN Helicase. Bifunctional 3'-5' exonuclease/ATP-dependent helicase WRN (Homo sapiens), Q14191. WRN helicase unwinding, fluorescent forked duplex, kinetic. Potency, µM (top dose mostly 114 µM), for inactives: at the highest dose activity change, negative = inhibition, usual class: inhibitors. actives 0.46% (n = 360,000). AID 651768, 2012; note: potency is the fitted concentration of half-maximal effect; % is set by controls: 0 for no effect and ±100 for the full control effect; nearly all actives have a fitted effect of over 55% in size
Target sequence (Q14191 whole entry, looked up): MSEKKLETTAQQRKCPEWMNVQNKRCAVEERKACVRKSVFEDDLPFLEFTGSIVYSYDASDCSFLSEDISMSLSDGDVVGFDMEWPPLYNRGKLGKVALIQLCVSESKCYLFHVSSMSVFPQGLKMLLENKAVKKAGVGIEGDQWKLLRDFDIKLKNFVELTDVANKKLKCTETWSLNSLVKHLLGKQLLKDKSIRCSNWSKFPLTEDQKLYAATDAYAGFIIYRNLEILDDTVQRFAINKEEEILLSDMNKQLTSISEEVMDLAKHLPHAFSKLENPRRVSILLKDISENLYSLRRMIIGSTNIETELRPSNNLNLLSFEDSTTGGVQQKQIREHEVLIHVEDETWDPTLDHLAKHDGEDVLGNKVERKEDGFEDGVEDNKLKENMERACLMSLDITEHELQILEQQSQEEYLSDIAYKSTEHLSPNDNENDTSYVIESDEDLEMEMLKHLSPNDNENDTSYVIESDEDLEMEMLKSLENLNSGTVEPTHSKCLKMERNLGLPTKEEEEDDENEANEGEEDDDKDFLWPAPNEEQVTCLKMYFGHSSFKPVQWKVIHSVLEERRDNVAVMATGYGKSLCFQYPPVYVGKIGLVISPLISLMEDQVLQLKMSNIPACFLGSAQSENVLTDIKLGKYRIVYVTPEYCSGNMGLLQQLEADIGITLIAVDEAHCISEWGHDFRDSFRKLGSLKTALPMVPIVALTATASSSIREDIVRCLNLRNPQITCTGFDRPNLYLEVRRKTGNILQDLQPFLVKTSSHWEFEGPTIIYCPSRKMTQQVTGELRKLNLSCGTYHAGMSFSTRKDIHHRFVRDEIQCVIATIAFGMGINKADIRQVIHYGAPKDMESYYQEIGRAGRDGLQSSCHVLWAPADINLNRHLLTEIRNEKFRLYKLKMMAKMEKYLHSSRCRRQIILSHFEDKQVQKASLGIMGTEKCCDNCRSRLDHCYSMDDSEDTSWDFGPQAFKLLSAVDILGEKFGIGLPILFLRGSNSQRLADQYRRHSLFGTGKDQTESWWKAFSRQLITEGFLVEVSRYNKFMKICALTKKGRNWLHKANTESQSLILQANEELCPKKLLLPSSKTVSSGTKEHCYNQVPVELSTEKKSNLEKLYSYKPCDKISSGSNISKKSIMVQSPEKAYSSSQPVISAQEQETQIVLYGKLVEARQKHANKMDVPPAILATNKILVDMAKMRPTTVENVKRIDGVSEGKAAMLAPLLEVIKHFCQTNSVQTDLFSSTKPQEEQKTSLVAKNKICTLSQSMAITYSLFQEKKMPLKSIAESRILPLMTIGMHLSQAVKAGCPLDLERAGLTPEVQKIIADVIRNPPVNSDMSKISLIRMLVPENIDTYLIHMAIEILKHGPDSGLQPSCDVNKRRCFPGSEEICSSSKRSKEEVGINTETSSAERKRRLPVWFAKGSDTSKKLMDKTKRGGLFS
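Enzyme (20 nM final) and test compound sit together 15 min at room temperature before substrate addition. Substrate is a single-forked duplex oligonucleotide (100 nM) labelled with fluorophore and quencher, with 2 mM ATP; helicase unwinding raises red fluorescence, read kinetically.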
GLP-1R agonist: qHTS of GLP-1 Receptor Agonists | Glucagon-like peptide 1 receptor (Homo sapiens), P43220 | HEK293 GLP-1R CRE-luciferase, luminescence, 4-6 h; cells express a hypersensitive GLP-1R form | actives 0.007% (n = 380,000) | Potency, µM (top dose mostly 45.6 µM), for the others: at the top dose activation, most hits filed as activators; note: potency is the fitted concentration of half-maximal effect; % of control where 0% means no effect
DRD3 agonist: qHTS of D3 Dopamine Receptor Agonist: qHTS; max activation, %; D3R DiscoveRx beta-arrestin cells, luminescence, 90 min; actives 0.58% (n = 410,000); in the data active = max activation above about 30%; note: 0% is about no effect; mostly tested at two doses, the higher about 12 µM
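Agonist mode: compounds and dopamine controls were applied to plated cells for 90 min at 37 degrees C after an overnight attachment at 1500 cells/well. Luminescent read-out followed 30 - 60 minutes at room temperature with DiscoveRx detection reagent.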
HEK293 tox: qHTS of GLP-1 Receptor Inverse Agonists: Cytotox Screen. HEK293 cAMP-luciferase reporter cells, luminescence, 24 h. actives 0.13% (n = 410,000). Potency, µM (doses to about 38.3 µM), for inactives: at the top dose activity change, negative = inhibition, usual class: inhibitors;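 note: loss of luciferase light is scored as toxicity; potency is the fitted concentration of half-maximal effect; % is set by controls: 0 for no effect and ±100 for the full control effect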
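To flag toxic compounds, the library was rerun on cells for 24 hr at 37 deg C and 5% CO2. Viability-linked luminescence was captured 12 min after adding luciferase detection reagent.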
PLK1 PBD inh: qHTS for Inhibitors of PLK1-PDB (polo-like kinase 1 - polo-box domain): Primary Screen. Serine/threonine-protein kinase PLK1 (Homo sapiens), P53350. Plk1 PBD binding of FITC phosphopeptide, fluorescence polarization. Potency, µM, for the others: max response, negative = inhibition, usual class: inhibitors. actives 2.8% (n = 360,000); note: potency is the fitted concentration of half-maximal effect; series mostly up to about 57 µM; % is set by controls: 0 for no effect and ±100 for the full control effect; nearly all actives have a fitted effect of over 65% in size
GLP1R inv ag: qHTS of GLP-1 Receptor Inverse Agonists (Inhibition Mode); Glucagon-like peptide 1 receptor (Homo sapiens), P43220; HEK293 GLP-1R CRE-luciferase, luminescence, 24 h; GLP-1R form is constitutively active; Potency, µM (titrated, usually from 38.3 µM), without a hit: at the highest dose activity change, negative = inhibition, usual class: inhibitors; actives 1.6% (n = 410,000); note: potency is the fitted concentration of half-maximal effect; % is set by controls: 0 for no effect and ±100 for the full control effect; nearly all actives have a fitted effect of over 55% in size
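HEK293 cells stably co-expressing constitutively active GLP-1R and a cAMP-responsive luciferase reporter were seeded in DMEM with 10% Nu serum, given compounds after 12 h, and incubated 24 h at 37 deg C. Luminescence was then read.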
DRD3 antagonist: qHTS of D3 Dopamine Receptor Antagonist: qHTS. D(3) dopamine receptor (Homo sapiens), P35462. D3R cells, DiscoveRx beta-arrestin luminescence, antagonist mode; hits give low values. max response, negative = inhibition, %. actives 2.5% (n = 360,000). AID 652054, 2013; in the data active = max response below about -50%; inconclusive = no clear call, values can overlap the other calls; note: % is set by controls: 0 for no effect and ±100 for the full control effect; mostly tested at two doses, the higher about 12 µM
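Cells plated overnight at 1500 cells/well, then exposed to library compounds with dopamine controls for 90 minutes at 37 degrees C. DiscoveRx reagent added for 30–60 minutes at room temperature; luminescence read, quantitative HTS format.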
* = called active by the depositor; ? = inconclusive; . = not tested or not shown; [ ] = another dose, or the depositor's remark. Unless noted, calls come from the whole dose curve; as a rule, active = well fitted curve in the direction sought with a large enough effect; inconclusive = small, poorly fitted or top-dose-only effect, or another doubt; inactive = no such curve, though single readings can be large; an effect the other way counts as inactive or inconclusive.

SMILES | PI5P4K alpha inh | IL-2 act | WRN inhibitor | GLP-1R agonist | DRD3 agonist | HEK293 tox | PLK1 PBD inh | GLP1R inv ag | DRD3 antagonist
CCCC1(C(=O)OC)NC(c2ccc(OC)c(OC)c2)C2C(=O)N(c3cccc(C(C)=O)c3)C(=O)C21 (stereo not drawn) | 3 | 0.2 | 7% | 23% | 2 | 1% | -12% | -3% | -6
CCN(CC)c1ncnc2c1ncn2[C@H]1CN(Cc2ccc(OC)cc2)C[C@@H](CO)O1 | 0 | -0.9 | 2% | 21% | -12 | -6% | -9% | 17% | ?
Cc1ccc(S(=O)(=O)NCC(=O)NC2CCCCCC2)cc1 | . | -1.8 | -6% | -8% | -6 | -6% | -8% | 0% | -6
CC(=O)N1CCc2cc(S(=O)(=O)NC(C(=O)Nc3ccc4c(c3)OCCO4)C(C)C)ccc21 (stereo not drawn) | 2 | -2.7 | 4% | -1% | -5 | 22% | -13% | 14% | -6
CC1(C(=O)Nc2ccc3c(c2)OCCO3)CCN1Cc1csc2ccccc12 (stereo not drawn) | 3 | 0.9 | -7% | 18% | 7 | 3% | -6% | ? | 18
Cn1nnnc1SCCNC/C=C/c1ccccc1 | . | 1.1 | 8% | -5% | -21 | -9% | -6% | 0% | ?
CC(C)CN(C(=O)COC(=O)CCc1nc2ccccc2s1)c1c(N)n(Cc2ccccc2)c(=O)[nH]c1=O | 2 | 0.3 | 4% | -3% | 2 | -13% | 0% | 5% | 1
NS(=O)(=O)c1ccc(CCNC(=O)CN2C(=O)COc3ccc(S(=O)(=O)N4CCCC4)cc32)cc1 | -4 | -0.3 | -3% | -1% | -1 | -9% | 6% | 5% | 1
CCCCNC(=O)Nc1nnc(-c2ccc(OCC)cc2)o1 | 2 | 0.3 | 0% | -12% | -5 | 3% | -7% | 4% | 11
CCn1nc([N+](=O)[O-])c(C(C#N)c2nc3ccccc3n2C)c(Cl)c1=O (stereo not drawn) | -13 | -1.4 | -21% | 1% | -2 | ? | ? | -2% | -29
CC(=O)c1cccc(NC(=S)NNC(=O)c2ccc(C)c([N+](=O)[O-])c2)c1 | -6 | -0.2 | -14% | 6% | 3 | 6% | -22% | 22% | -15
O=C(NCC(c1ccco1)N1CCOCC1)c1ccc(C(F)(F)F)cc1 (stereo not drawn) | -7 | -2.9 | -4% | -7% | -3 | 8% | -1% | 4% | -11
O=C(Cn1c(=O)n(Cc2ccccc2)c(=O)c2sc3ccccc3c21)Nc1ccccc1F | . | . | . | 0% | -19 | 5% | . | -3% | .
CN1CCC[C@H]1CCNC(=O)c1c(-c2ccsc2)sc2ccccc12 | -2 | 0.8 | -5% | 4% | -2 | -13% | -7% | -2% | 14
O=C(CC1Sc2ccccc2NC1=O)NNc1ccc(Cl)cc1Cl (stereo not drawn) | 2 | -0.2 | 11% | 9% | 24 | -25% | -8% | ? | 4
CCCOc1ccc(N2C(=O)C3ON(c4ccccc4)C(c4ccc(O)c(OC)c4)C3C2=O)cc1 (stereo not drawn) | 3 | -0.5 | -19% | -2% | 0 | 7% | -11% | 10% | -1
O=C(Cc1ccc(Cl)cc1)NCCCn1ccnc1 | . | -2.9 | -1% | -13% | 8 | 3% | -3% | 1% | -10
COc1ccc(Cl)cc1NC(=O)CN1C(=O)CCS(=O)(=O)c2ccccc21 | 4 | 0.7 | -1% | -4% | 6 | -5% | -3% | -9% | -13
CCO[C@H]1OC(C(=O)N2CCCCCCC2)=C[C@@H](c2ccccc2)[C@@H]1CCCO | -5 | 0.4 | -5% | 7% | 7 | 3% | 3% | -26% | 6
CN(c1cccc(NC(=O)CSc2ccc(Cl)cc2)c1)S(C)(=O)=O | . | -0.2 | -14% | 12% | -1 | 3% | ? | 0% | 11
CCOC(=O)c1c(C)c(C(=O)NCCCN2CCCC2=O)c(C)n1CC | . | -0.3 | 1% | -2% | 26 | -13% | 1% | 5% | 12
Cc1ccc(CSc2nnc(-c3ccccc3N)c(=O)[nH]2)cc1 | . | 0.9 | -31% | 5% | -1 | 8% | -5% | 3% | -13
COc1ccc(OC)c(-n2c(SCC(N)=O)nnc2-c2c[nH]c3ccccc23)c1 | 0 | -1.9 | 5% | -3% | -2 | 2% | -4% | 5% | 15
CC(C)CN(C(=O)CN(C)C(=O)Cc1ccccc1Cl)c1c(N)n(CC(C)C)c(=O)[nH]c1=O | -1 | 0.0 | -8% | -9% | -3 | 4% | 0% | 25% | 10
COc1ccc(NC(=O)C/C(C)=N/NC(=O)CCc2ccccc2)c(OC)c1 | -5 | -1.1 | -5% | 8% | 1 | -7% | 0% | -10% | -5
CC1Cn2c(nc3sc4c(c3c2=O)CC(C)(C)OC4)N1CCO (stereo not drawn) | 3 | 1.0 | -2% | 6% | -1 | -29% | -1% | 1% | 15
COc1ccccc1C(=O)C(=O)c1ccccc1OC | 4 | 0.3 | 7% | 14% | -4 | -7% | -4% | 1% | -11
CC(=O)/C(N=Nc1ccc(OC(F)(F)F)cc1)=C(\C)O | 0 | 0.2 | 4% | 4% | 8 | -3% | 3% | 1% | 7
COc1cccc(NC(=O)NNC(=O)CN2C(=O)COc3ccccc32)c1 | 3 | -5.0 | -2% | 10% | 2 | -10% | -11% | -23% | 28
COc1ccc(CC(=O)NNS(=O)(=O)c2cccc([N+](=O)[O-])c2)cc1OC | 10 | -1.7 | 0% | 1% | 28 | -9% | 0% | 10% | -1
COc1cccc(OC)c1Oc1ccc(C(F)(F)F)cn1 | . | -0.6 | 3% | 0% | -5 | 0% | -5% | 0% | 3
CCN(CC)C(=O)C(Cc1ccccc1)N1C(=O)c2ccccc2C1=O (stereo not drawn) | -3 | -0.2 | -7% | 5% | 0 | -21% | 4% | ? | -15
Cc1ccc(S(=O)(=O)N/N=C(\c2ccccc2)C2CC2)cc1 | 2 | -1.2 | -6% | -3% | -16 | -1% | 2% | 5% | 2
CCSc1nnc(NC(=O)CSc2c(Cl)cccc2Cl)s1 | -4 | -4.5 | -2% | -1% | 1 | -3% | -24% | -15% | 9
Cc1cccc(-n2c(CCn3nc(C)c([N+](=O)[O-])c3C)n[nH]c2=S)c1 | . | 0.8 | 3% | -9% | -13 | -14% | -16% | 0% | ?
CCOC(=O)c1ccc(NC(=O)c2ccc(CN3CCOCC3)cc2)cc1 | -2 | -0.8 | -4% | 1% | 1 | 0% | -5% | -1% | 21
CN(NC(=O)C(=O)NCc1ccco1)C(=O)Nc1ccc(Cl)cc1 | 3 | -0.5 | -4% | 1% | -4 | -6% | 4% | ? | 2
CCCN1C(=O)C2(SC(NC(C)=O)=NN2C(C)=O)c2cc(C)cc(C)c21 (stereo not drawn) | 1 | 1.2 | 4% | 9% | 6 | -9% | -4% | -6% | -4
O=c1cc(Nc2ccc3c(c2)OCCO3)[nH]c(=O)n1-c1ccc(Br)cc1 | . | 2.0 | -12% | -1% | 8 | -5% | -1% | 2% | -9
Cc1cc(C)c(S(=O)(=O)NCCc2cc3ccc(C)cc3[nH]c2=O)c(C)c1 | . | . | . | 0% | -3 | 1% | . | -3% | .

2 entries picked at random from the list so far, as already listed:
SMILES | PI5P4K alpha inh | IL-2 act | WRN inhibitor | GLP-1R agonist | DRD3 agonist | HEK293 tox | PLK1 PBD inh | GLP1R inv ag | DRD3 antagonist
CC1(C(=O)Nc2ccc3c(c2)OCCO3)CCN1Cc1csc2ccccc12 (stereo not drawn) | 3 | 0.9 | -7% | 18% | 7 | 3% | -6% | ? | 18
O=C(CC1Sc2ccccc2NC1=O)NNc1ccc(Cl)cc1Cl (stereo not drawn) | 2 | -0.2 | 11% | 9% | 24 | -25% | -8% | ? | 4

(next part)
SMILES | PI5P4K alpha inh | IL-2 act | WRN inhibitor | GLP-1R agonist | DRD3 agonist | HEK293 tox | PLK1 PBD inh | GLP1R inv ag | DRD3 antagonist
COc1ccc(N2CCN(S(=O)(=O)CCNC(=O)c3ccco3)CC2)cc1 | 5 | -0.8 | 10% | -5% | 1 | 3% | -12% | 7% | -3
COc1ccccc1NC(=O)NC1(C)CCS(=O)(=O)C1 (stereo not drawn) | -2 | -0.2 | -16%[57.1 µM] | 0% | 12 | 12% | 0% | 9% | 0
O=C(Cn1nnc(-c2ccncc2)n1)N(C1CCCCC1)C1CCCCC1 | 9 | 1.8 | 2% | 11% | 4 | -4% | -8% | ? | 6
CCCN(CCC)C(=O)Cn1c(=O)n(-c2ccccc2)c(=O)c2c3c(sc21)CCCC3 | . | . | . | 2% | 3 | -6% | . | ? | .
O=S1(=O)[C@H]2C[C@@H]3C=C[C@@]2(CN1Cc1ccc(Cl)cc1)O3 | 0 | -0.7 | 1% | -3% | 14 | 12% | -1% | 14% | -2
COc1cccc(NC(=O)CN(C)C(=O)c2ccc3ccccc3c2)c1 | . | 1.0 | -5% | 2% | 4 | -7% | 0% | -25% | -11
N#CC1=C(N)C2=C(N3CCCCC3)CCCC2C1(C#N)C#N (stereo not drawn) | -54* | -1.6 | ? | -12% | -1 | 81%[activator] | ? | 0% | -14
O=C(CCCOc1ccc(Cl)cc1Cl)NN1CCOCC1 | -4 | -1.0 | -8% | 0% | 5 | -16% | -5% | 4% | 14
CCC(C)C(=O)Nc1cc(OC)c(OC)cc1C(=O)O (stereo not drawn) | 6 | -1.1 | -3% | -19% | -2 | 9% | 0% | 2% | 5
COc1ccc(CN2CCNC(=O)C2CC(=O)NC2CCC2)c(OC)c1 (stereo not drawn) | -1 | 1.1 | -30% | -7% | -12 | -4% | -18% | 7% | ?
CC(=O)Nc1ccc(S(=O)(=O)c2ccc([N+](=O)[O-])cc2)cc1 | 11 | 0.4 | -8% | -1% | -4 | 0% | -4% | 7% | 0
O=C(NCc1cccc(C(F)(F)F)c1)C1CCCN(c2cnccn2)C1 (stereo not drawn) | 1 | -2.4 | 4% | 3% | -2 | -4% | -10% | -20% | -11
